LYP inhibition: inhibitors of LYP phosphatase, biochemical, fluorescence intensity, uHTS (AID 1779). Tyrosine-protein phosphatase non-receptor type 22 (Homo sapiens). recombinant LYP phosphatase, fluorescence intensity; higher % means a stronger effect. one-dose inhibition, % at 11.5 µM; IC50 in µM for titrated hits. 0.054% of 290,000 active;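 note: plate controls were vehicle with enzyme for no effect and no enzyme for full effect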
XIAP displacement: XIAP antagonists, biochemical, IAP family, fluorescence polarization (AID 1018). E3 ubiquitin-protein ligase XIAP (Homo sapiens). XIAP BIR domain, fluorescence polarization peptide displacement; higher % means a stronger effect. displacement, % at 20 µM; hits with a dose series show IC50 in µM. 0.007% of 200,000 active; in the data active = displacement above about 50%; note: a part of the inactive calls stands beside numbers as strong as those of hits
PMI inhibition: human PMI inhibitors, high substrate, primary screen, biochemical, fluorescence intensity, high mannose 6-phosphate (AID 1220); Mannose-6-phosphate isomerase (Homo sapiens); recombinant PMI enzyme, coupled fluorescence intensity; higher % means a stronger effect; inhibition, % at 20 µM; hits with a dose series show IC50 in µM; 0.66% of 190,000 active
ER stress rescue: rescue of cells from ER stress-induced death, primary screen, 384-well, CSM14.1, thapsigargin, ATP luminescence (AID 1222). CSM14.1 thapsigargin-induced death rescue, ATP luminescence; higher % means a stronger effect. cellular ATP content (survival), % at 20 µM; hits with a dose series show EC50 in µM. 190,000 tested, under 10 active;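 active = EC50 below 50 µM in the dose-response confirmation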;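 note: death triggered by thapsigargin at about 15 µM added after 2 h compound pretreatment; cell ATP read after overnight thapsigargin exposure of roughly 18 to 22 hours; normalized against plate controls of thapsigargin alone and 5% DMSO vehicle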
Myeloid diff 2: induction of myeloid progenitor differentiation, primary screen, cell-based, flow cytometry, MLPCN library. ER-HoxA9 myeloid progenitors, lysozyme-GFP differentiation. calls only at 10 µM. 1% of 360,000 active;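 active = normalized GFP-positive differentiation at or above the plate's own cutoff, the solvent-only control mean plus 3 SD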;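 note: cells exposed to compound for four days before flow analysis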
human PMI inhibition: inhibitors of human PMI, primary screen, biochemical, fluorescence intensity, coupled assay (AID 1209); purified PMI enzyme, coupled fluorescence intensity; higher % means a stronger effect; inhibition, % at 20 µM; hits with a dose series show IC50 in µM; 0.42% of 190,000 active;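 note: plate controls were DMSO vehicle for no effect and wells lacking substrate for full effect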
P. falciparum M1AAP: P. falciparum M1AAP inhibitors, biochemical, fluorogenic H-Leu-NHMec substrate, 1536-well (AID 1445). 0.42% of 220,000 active. recombinant M1AAP, H-Leu-NHMec fluorogenic kinetic assay; higher % means a stronger effect. inhibition, % at 30 µM, or IC50 in µM where a hit was titrated;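 active = primary inhibition above the hit cutoff, then over 50% inhibition at one or more dose response concentrations, cut at about 23% in these data, passing the limit was not always enough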;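 note: plate controls were DMSO full reaction for no effect and no enzyme background for full effect; strong numbers were not always called active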
TNAP activators: human TNAP enzyme activators, primary screen, biochemical, luminescent, no phosphate acceptor, uHTS (AID 1001). Alkaline phosphatase, tissue-nonspecific isozyme (Homo sapiens). purified TNAP, luminescent activation assay, no phosphate acceptor; higher activation fold means a stronger effect. activation fold at 20 µM, or EC50 in µM where a hit was titrated. 0.03% of 200,000 active; in the data active = activation fold from about 3, or a potency from the dose series; inactive = the rest, 99 in 100 with activation fold below about 1.6; note: many of its hits are not listed in these tables
M17LAP inhibition: P. falciparum M17LAP inhibitors, primary screen, biochemical, fluorogenic H-Leu-NHMec substrate, 1536-well (AID 1619) | recombinant M17LAP, H-Leu-NHMec fluorogenic kinetic assay; higher % means a stronger effect | 0.38% of 220,000 active | one-dose inhibition, % at 30 µM; IC50 in µM for titrated hits;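 active = compound inhibiting the enzyme by more than half at any dose during confirmatory dose-response retesting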;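 note: plate controls were full reaction with DMSO carrier for no effect and no enzyme background for full effect; strong numbers were not always called active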
Myeloid diff 2 GFP+ MAC1+ %: recorded beside Myeloid diff 2, whose call it bears; GFP+ MAC1+ double positive, %; measured here: differentiation confirmed by MAC1 staining
* marks the source's active call; other numbers are inactive results; i = inactive; / = no result given. Cut-off read from the data, not from the text of the source, unless noted: active = inhibition above about 50%; inactive = the rest.

Each structure is followed by: LYP inhibition | XIAP displacement | PMI inhibition | ER stress rescue | Myeloid diff 2 | Myeloid diff 2 GFP+ MAC1+ % | human PMI inhibition | P. falciparum M1AAP | TNAP activators | M17LAP inhibition
CCCCn1cc(C(=O)c2cc(Br)ccc2O)cc(C#N)c1=O
→ 2% | 2.1% | 5% | -1.8% | i | 0.8 | -5% | 12% | 0.9 | 17%
CCOc1ccc(OCC)c(NS(=O)(=O)c2cccc3nsnc23)c1
→ 3% | -1.9% | 6% | -1.2% | i | 1.1 | 10% | 10% | 1.1 | 14%
CC1C(=O)CCCCCCCCCC2C1(N1CCOCC1)CS2(=O)=O (stereo not drawn)
→ -4% | -0.1% | -34% | -1.9% | i | 0.4 | -28% | 4% | 1.1 | 3%
NC(=S)Nc1ccc(Cl)c(Cl)c1
→ -11% | / | / | / | i | 0.2 | / | 5% | / | 5%
COc1cc(Cl)cc(C2NC(=O)NC(C)=C2C(=O)NCc2ccccc2)c1O (stereo not drawn)
→ -6% | -4.4% | 12% | 0.7% | i | 0.5 | 8% | 14% | 1.2 | -5%
O=c1[nH][nH]cc1C=Nc1ccc(Cl)cc1Cl
→ -2% | -3.8% | 11% | / | i | 0.2 | -5% | 1% | 1.2 | -8%
O=C(CCCc1c[nH]c2ccccc12)NCC1COc2ccccc2O1 (stereo not drawn)
→ -7% | -2.9% | 5% | -6.5% | i | 0.5 | -1% | 2% | 1 | -6%
CCN(CC(O)CON=C1c2ccccc2-c2ccccc21)S(=O)(=O)c1ccc(Cl)cc1 (stereo not drawn)
→ 8% | -6.2% | 4% | -2.9% | i | 0.4 | 11% | -11% | 1.2 | 2%
COC(=O)/C(=N\Nc1ccccc1)Sc1nnc(-c2ccc(OC)cc2)n1C
→ -1% | -23% | -2% | -0.5% | i | 0.3 | -9% | 12% | 1.1 | -6%
NNc1nc(C(F)(F)F)nc2ccccc12
→ 1% | -7.5% | 8% | -4.1% | i | 0.2 | -3% | 1% | 1.1 | 9%
CC(=O)/C(C(=N)N1CCN(c2cccc(Cl)c2)CC1)=C(\C)O
→ 3% | -1.7% | -4% | -3.0% | i | 14 | 1% | 10% | 1.1 | 5%
CCOC(=O)CCCCC(=O)NC(CO)C(=O)NC (stereo not drawn)
→ 2% | -2.1% | 10% | / | i | 1.3 | 10% | 1% | 1.1 | -8%
NC(=O)C1CCN(C(=O)N2c3ccccc3Sc3ccccc32)CC1
→ -7% | -1.0% | -3% | -0.5% | i | 1.7 | -1% | 3% | 1.1 | 6%
CCN1CCc2nc3ccccc3c(C(=O)Nc3ccc(NC(C)=O)cc3)c2C1
→ -3% | / | / | / | i | 0.4 | / | -2% | / | 0%
Cc1ccc(C)c(NC(=O)CSc2nnc(CCNC(=O)OC(C)(C)C)o2)c1
→ -9% | -0.2% | 0% | -0.2% | i | 1.1 | 3% | -2% | 1.2 | 9%
CCOc1ccc(OCC)c(NC(=O)CCn2cccc2)c1
→ 1% | -0.1% | 1% | -0.6% | i | 0.9 | 5% | 3% | 1.1 | -5%
CCOC(=O)c1nn(-c2ccccc2F)c(C)c1C(C)=O
→ -5% | -2.8% | -5% | 5.2% | / | / | -3% | -1% | 1.1 | -6%
O=C(NCCN1CCOCC1)NC1(C(F)(F)F)Oc2ccccc2O1
→ 3% | 3.7% | 0% | -3.3% | i | 0.5 | 8% | 3% | 0.8 | 4%
COc1ccc(N2C(=O)CCC2(C#N)c2ccc(Br)cc2)cc1 (stereo not drawn)
→ -5% | -11% | 4% | -0.6% | i | 1.8 | 9% | 1% | 1 | 0%
Cc1ccnc(SCC(=O)N2CCCc3ccccc32)n1
→ -8% | -7.0% | 8% | 3.3% | i | 0.7 | 8% | -5% | 1.1 | -7%
O=C(CSc1ncn[nH]1)N1N=C(c2ccc(Cl)cc2)CC1c1ccco1 (stereo not drawn)
→ -4% | -6.5% | -12% | -1.0% | i | 0.2 | -5% | 2% | 1.1 | -8%
CSC(=NC#N)N1CCN(C(=NC#N)SC)CC1
→ -10% | -10% | -4% | -0.6% | i | 0.7 | -5% | -1% | 1 | -2%
Cc1sc(NC(=O)CN2CCOCC2)nc1-c1ccc2c(c1)CCN2S(=O)(=O)c1ccccc1
→ 4% | -2.5% | 0% | -1.0% | i | 0.7 | 9% | 1% | 1.1 | 9%
COc1ccc(C(=O)CSc2nnc(-c3ccc(C)cc3)o2)cc1
→ -2% | -4.1% | 9% | -2.8% | i | 1.4 | 14% | -1% | 1.1 | 1%
COc1ccc(C2=NN(S(=O)(=O)c3ccccc3)C(c3ccccc3)C2)cc1 (stereo not drawn)
→ 0% | / | / | / | i | 0.5 | / | 6% | / | 3%
CCOc1cc(/C=N/n2c(C)nnc2C)ccc1O
→ -5% | / | / | / | i | 0.4 | / | 11% | / | 9%
O=C(CN(Cc1ccco1)C(=O)c1nsc(Cl)c1Cl)NC1CCCCC1
→ -5% | -9.3% | 10% | -0.5% | i | 0.3 | 19% | 2% | 1 | 0%
COc1cccc(-c2ccc(=O)n(CC(=O)Nc3ccc(C(=O)N4CCCC4)cc3)n2)c1
→ -2% | -2.2% | -3% | -2.8% | i | 1.1 | 2% | 8% | 1.1 | 11%
COc1ccc([C@@H]2C[C@H](c3ccccc3)Oc3cc(C)cc(C)c32)cc1
→ -2% | / | / | / | i | 2.0 | / | -3% | / | 5%
CC(=O)Oc1c(Sc2ccccc2[N+](=O)[O-])c(C)nn1C(C)(C)C
→ 4% | -2.4% | 18% | -0.3% | i | 0.5 | -5% | 16% | 1 | 9%
COCCn1c(-c2ccc(OC)cc2)cnc1SCC(=O)Nc1cccc2ccccc12
→ -5% | -0.9% | 4% | 3.2% | i | 0.8 | 11% | 6% | 1 | 2%
O=C1C(Cc2ccc3[nH]ccc3c2)NC(=S)N1c1ccccc1 (stereo not drawn)
→ -2% | / | / | / | i | 0.4 | / | 4% | / | 3%
Cc1cc(=O)n(C)c2ccccc12
→ 2% | -4.6% | -8% | 1.6% | i | 0.8 | -3% | 2% | 1 | 7%
CC(=O)Oc1ccc([N+](=O)[O-])cc1N1C(=O)c2ccccc2C1=O
→ 2% | -5.8% | 6% | -0.4% | i | 0.8 | -9% | 6% | 0.9 | -39%
COc1ccc(OCCOC(=O)Nc2ccccc2)cc1
→ -3% | 1.2% | 15% | -1.6% | i | 1.6 | 11% | 5% | 1.1 | 0%
O=C(O)CC1S/C(=N/N=C/c2ccc(-c3ccc(Cl)cc3[N+](=O)[O-])o2)NC1=O (stereo not drawn)
→ -8% | -5.5% | 50% | -2.2% | i | 1.7 | / | 21% | 1 | 31%
O=C(Cn1cc2c(n1)CCCC2)NCCc1ccccc1
→ -4% | -2.8% | -20% | -1.9% | i | 1.7 | -14% | 0% | 1.1 | 3%
COC(=O)C(CC(C)C)NC(=O)CSc1nc(-c2ccccc2)c(C#N)c(=O)[nH]1 (stereo not drawn)
→ 0% | -5.0% | -17% | -2.7% | i | 1.3 | 0% | -5% | 1.1 | 17%
Nc1nc(SCc2ccccc2)[nH]c(=O)c1-c1ccccc1
→ 1% | -4.5% | 10% | -1.5% | i | 6.4 | 14% | 9% | 1.1 | 3%
CCc1cccc(C)c1NC(=S)NCc1ccccc1
→ -5% | -3.2% | -1% | -0.3% | i | 0.3 | 13% | 1% | 1.2 | 18%
CC(=O)Nc1ccc(NC(=S)Nc2ccccc2)cc1
→ 3% | -2.1% | 11% | -3.5% | i | 0.8 | 12% | -1% | 1.1 | 4%
N#Cc1c(NC(=O)C2CCCO2)sc2c1CCCCCC2 (stereo not drawn)
→ -3% | -0.2% | 4% | -0.3% | i | 0.9 | -5% | 4% | 1.2 | 13%
O=C(CN1CCOc2ccccc21)NCc1ccc(F)cc1
→ -4% | 0.4% | 5% | 1.2% | i | 1.8 | 2% | 0% | 1.1 | -4%
Cc1c(N2C(=O)/C(=C\c3ccccc3O)SC2=S)c(=O)n(-c2ccccc2)n1C
→ 8% | / | / | / | i | 0.2 | / | 13% | / | 9%
COc1ccc(CCNC(=O)Cn2c(=O)n(CC3CCCO3)c(=O)c3cc(OC)c(OC)cc32)cc1OC (stereo not drawn)
→ -3% | -6.5% | 5% | -1.0% | i | 0.6 | 3% | 3% | 1.1 | 3%
Cc1cc(O)ccc1N1C(=O)c2cccc3cc([N+](=O)[O-])cc(c23)C1=O
→ -6% | -6.5% | 12% | -0.1% | i | 0.1 | 7% | 1% | 1 | 30%
O=c1[nH]c(SCc2ccccc2Cl)nc2[nH]ncc12
→ 0% | -6.5% | -11% | 1.7% | i | 0.6 | -8% | 9.3µM* | 1.6 | -1%
Cc1csc(NC(=O)CSc2nnc(C)s2)n1
→ -4% | 16% | 2% | -0.8% | i | 0.4 | -13% | 1% | 1 | -14%
O=C(NCCO)c1ccc2nc(-c3ccco3)c(-c3ccco3)nc2c1
→ -4% | -1.1% | -66% | -4.1% | i | 0.4 | -40% | 18% | 1 | 19%
Cc1occc1C(=O)NCc1cccs1
→ -7% | -22% | -4% | -3.1% | i | 0.6 | -14% | 3% | 1 | -6%

New compounds follow.
Each structure is followed by: LYP inhibition | XIAP displacement | PMI inhibition | ER stress rescue | Myeloid diff 2 | Myeloid diff 2 GFP+ MAC1+ % | human PMI inhibition | P. falciparum M1AAP | TNAP activators | M17LAP inhibition
O=C(Cc1csc(Nc2nc(=S)[nH]c3ccccc23)n1)NCc1cccc(Cl)c1
→ 5% | -1.6% | -23% | 11% | i | 3.1 | -22% | -5% | 1 | 6%
CC1CCCN(Cc2csc(N)n2)C1 (stereo not drawn)
→ -7% | -2.1% | 0% | 0.8% | i | 0.1 | -1% | 8% | 1.1 | -3%
Cc1nn(-c2ccccc2)c(C)c1-c1cc(C(=O)N/N=C/c2ccc(O)cc2)[nH]n1
→ 3% | / | / | / | i | 1.6 | / | 8% | / | -3%
O=C(O)C1C2CCC(O2)C1C(=O)NCc1ccccc1Br (stereo not drawn)
→ -3% | -3.8% | 2% | 0.6% | i | 0.7 | 1% | -1% | 1.1 | -5%
Cc1ccc(Cl)cc1NC(=S)NCCCSC1CCCCC1
→ -3% | -2.0% | -2% | -2.3% | i | 0.7 | 1% | 2% | 1.3 | 1%

Some values from the results shown.
CCc1cccc(C)c1NC(=S)NCc1ccccc1 in P. falciparum M1AAP has 1%
CCOC(=O)c1nn(-c2ccccc2F)c(C)c1C(C)=O in ER stress rescue has 5.2%
O=C(CSc1ncn[nH]1)N1N=C(c2ccc(Cl)cc2)CC1c1ccco1 (stereo not drawn) in Myeloid diff 2 GFP+ MAC1+ % has 0.2

Compounds were not picked by outcome; 2.7% or so of the library scored in one or more.
